FEN1 inh: qHTS Assay for the Inhibitors of Human Flap endonuclease 1 (FEN1) | 0.35% of 390,000 active | Recombinant FEN1 flap cleavage, fluorescence, 15 min | P39748 | AID 588795, 2011 | Potency, µM (top dose mostly 114 µM), for the others: top-dose activity change, negative = inhibition, most hits filed as inhibitors; note: nearly all actives have a fitted effect of over 65% in size
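FEN1 at 10 nM, compound pretreatment for 15 min (room temperature), 50 nM final substrate to initiate; endpoint reads at 0 and 15 min; DMSO-only plates used as vehicle background.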
GCN5L2 inh: qHTS Assay for Inhibitors of GCN5L2; GCN5L2 HAT assay, ThioGlo1 CoA-SH fluorescence; Potency, µM (doses to about 58.9 µM), inactives show top-dose activity change, negative = inhibition, most hits filed as inhibitors; 0.21% of 390,000 active; AID 504327, 2011
Target sequence (Q92830 whole entry, looked up): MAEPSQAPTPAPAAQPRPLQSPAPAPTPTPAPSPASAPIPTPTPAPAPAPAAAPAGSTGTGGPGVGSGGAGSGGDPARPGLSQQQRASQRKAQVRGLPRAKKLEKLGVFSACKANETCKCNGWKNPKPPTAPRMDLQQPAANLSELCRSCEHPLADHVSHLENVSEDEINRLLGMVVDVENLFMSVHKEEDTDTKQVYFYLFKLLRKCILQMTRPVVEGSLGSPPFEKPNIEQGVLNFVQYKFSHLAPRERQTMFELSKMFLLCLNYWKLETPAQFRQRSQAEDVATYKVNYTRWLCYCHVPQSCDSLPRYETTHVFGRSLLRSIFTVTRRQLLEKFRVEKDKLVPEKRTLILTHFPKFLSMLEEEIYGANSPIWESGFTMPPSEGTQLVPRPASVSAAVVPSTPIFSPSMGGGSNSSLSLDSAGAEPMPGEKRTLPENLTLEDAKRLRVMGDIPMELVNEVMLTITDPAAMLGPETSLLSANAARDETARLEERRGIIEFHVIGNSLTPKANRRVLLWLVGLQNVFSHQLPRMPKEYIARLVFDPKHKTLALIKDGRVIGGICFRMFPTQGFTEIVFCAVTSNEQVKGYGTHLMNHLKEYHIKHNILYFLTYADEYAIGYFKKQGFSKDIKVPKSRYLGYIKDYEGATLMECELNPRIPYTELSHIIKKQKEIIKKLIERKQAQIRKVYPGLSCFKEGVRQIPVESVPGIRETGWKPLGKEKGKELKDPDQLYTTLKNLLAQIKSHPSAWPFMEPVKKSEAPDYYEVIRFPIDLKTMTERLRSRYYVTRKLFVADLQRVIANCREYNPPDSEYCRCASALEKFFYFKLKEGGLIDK
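Compounds, pin-transferred from DMSO stocks, meet 20nM GCN5L2 for 15 min before the reaction begins with H3(1-25) peptide (75uM) and acetyl-CoA (70uM). Thiol-reactive ThioGlo1 reports CoA release over 20 min at room temperature.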
N370S GC: qHTS Assay for Inhibitors and Activators of N370S glucocerebrosidase as a Potential Chaperone Treatment of Gaucher Disease; 0.092% of 330,000 active; Lysosomal acid glucosylceramidase (Homo sapiens), P04062; Potency, µM (series often up to 59.4 µM), without a hit: at the top dose activity change, negative = inhibition, usual class: inhibitors; N370S GC spleen homogenate, 4MU-glucoside fluorescence;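 note: 0% = full enzyme activity and -100% = no enzyme basal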
The depositor's hits bear a star; ? = inconclusive; . = not tested or not shown; & = joins results of further samples; [ ] = remark or other dose. Calls come from the whole dose curve; as a rule, active = well fitted curve in the direction sought with a large enough effect; inconclusive = small, poorly fitted or top-dose-only effect, or another doubt; inactive = no such curve, though single readings can be large; an effect the other way counts as inactive or inconclusive. Unless noted, % is set by controls: 0 for no effect and ±100 for the full control effect; potency is the fitted concentration of half-maximal effect.

SMILES	FEN1 inh	GCN5L2 inh	N370S GC
CCOc1ccc(N(CC(=O)NC2CCCC2)C(=O)CSc2nnc(COc3ccccc3)o2)cc1	2%	-6%[0.501 µM]	-7%
Cc1cc(=O)[nH]c(SCC(=O)Nc2ccc(Br)cc2)n1	10%	-1%	17%
COc1cc(C)c(C(C)C)cc1S(=O)(=O)n1cnc(C)c1	-8%	-3%	1%
CN(c1ccccc1)S(=O)(=O)c1ccc(Cl)c(C(=O)Nc2nc3ccccc3[nH]2)c1	-10%	-12%	17%
COc1cccc(CN2CCN(Cc3ccc(OC)c(OC)c3)CC2CCO)c1 (stereo unspecified)	16%	-3%	5%
CCOC(=O)C1CCN(c2ncnc3c2oc2ccc(Br)cc23)CC1	-12%	-11%	6%
CCn1c2c(c3cc(C(=O)O)ccc31)CCCC2=O	5%	-3%	6%
Cc1cc(=O)oc2c(CN3CC(C)OC(C)C3)c(O)c(Cl)cc12 (stereo unspecified)	-16%	3%	13%
COc1ccccc1NC(=O)N1CCC(C(=O)c2ccc(Cl)cc2)CC1	8%	0%	-1%
COc1ccc(OC)c(NC(=O)Cn2cnc3ccc(S(=O)(=O)N4CCC(C)CC4)cc3c2=O)c1	-8%	0%	.
Cn1c(CSCC(=O)Nc2ccccc2)nnc1SCc1ccccc1	4%	-16%	9%
CCOC(=O)c1c(C)nc2sc3c(c2c1-c1ccc(OC)cc1)NC(c1ccc(OC)cc1)NC3=O (stereo unspecified)	-11%	-7%	13%
COCCNc1nc2c(c(=O)n(C)c(=O)n2C)n1Cc1cccc(C)c1	3%	-5%	2%
Cc1cc(-c2nc3ncccc3o2)ccc1NC(=O)COc1cc(C)c(Cl)c(C)c1	16%	0%	.
CCN(CC)CCNC(C(=O)Nc1cccc(C(C)=O)c1)c1ccccc1 (stereo unspecified)	1%	-2%	-4%
CC(C)CCNC(=O)NC(=O)Cn1cc(C(F)(F)F)ccc1=O	.	-5%	-7%
Cc1ccc(CSc2nnc(Cn3c(=O)sc4ccccc43)n2C)cc1	-5%	-1%	-2%
C[C@H](NC(=O)Cn1cncn1)c1ccccc1	-2%	-2%	-2%
COc1ccc(NC(=O)c2cccc(N3CCCS3(=O)=O)c2)cc1	20%	-14%	.
CCN(CC)c1ccc(NC(=O)COc2ccccc2C#N)cc1S(=O)(=O)Nc1ccc(OC)cc1	-24%	-7%	-2%
O=C(NCCS(=O)(=O)c1ccc(Br)cc1)c1c(F)cccc1F	6%	0%	-7%
Cc1ccc(N2CCn3c2nc2c3c(=O)n(CCCc3ccccc3)c(=O)n2C)cc1	-12%	-7%	.
CCC(=Nc1ccccc1)C1=C(O)CCCC1=O	17%	-4%	2%
COc1ccc2c(c1)C(=O)C(=O)N2	14%	0%	11%
Cc1cc(C)c(C)c(S(=O)(=O)N2CCC(C(=O)OCC(=O)N3c4ccccc4NC(=O)C3(C)C)CC2)c1C	-22%	-11%	7%

A draw from above in order of count of non-hydrogen atoms, ascending:
SMILES	FEN1 inh	GCN5L2 inh	N370S GC
Cc1cc(=O)oc2c(CN3CC(C)OC(C)C3)c(O)c(Cl)cc12 (stereo unspecified)	-16%	3%	13%
COc1ccc(NC(=O)c2cccc(N3CCCS3(=O)=O)c2)cc1	20%	-14%	.
CN(c1ccccc1)S(=O)(=O)c1ccc(Cl)c(C(=O)Nc2nc3ccccc3[nH]2)c1	-10%	-12%	17%

New compounds follow:
SMILES	FEN1 inh	GCN5L2 inh	N370S GC
CCN(CC)c1ccc(NC(=O)C2CC3CCC2C3)cc1 (stereo unspecified)	-4%	-8%	4%
CN(c1ccccc1)S(=O)(=O)c1cccc(NC(=O)CC(C)(C)C)c1	2%	0%	6%
Cc1ccc(NC(=O)c2ccc(NC(=O)CCS(=O)(=O)c3cccs3)cc2)cc1F	-7%	-2%	.
COc1ccc(-c2c(C#Cc3ccc(N(C)C)cc3)c3ccccc3n2C)cc1	-21%	1%	.
CC(=O)c1sc2nc(SCC(=O)N3CCCCC3)[nH]c(=O)c2c1C	-29%	-20%	-2%
CC(=O)c1ccccc1NC(=O)COC(=O)c1cc2ccccc2[nH]1	-2%	0%	.
O=C(NCC(=O)N(c1ccccc1)C(C(=O)NCC1CCCO1)c1ccccc1)c1ccco1 (stereo unspecified)	-1%	5%	-4%
CC(NC(=O)COc1ccc(S(=O)(=O)N2CCCC2)cc1)c1ccccc1 (stereo unspecified)	-15%	-7%	1%
O=C(O)CCCCCNS(=O)(=O)c1ccc2c(c1)OCCO2	0%	15%	0%
Cc1cccc(CC(=O)NC2CC(=O)N(c3cccc(F)c3)C2)c1 (stereo unspecified)	-5%	0%	.
Nc1c(C(=O)c2ccc(Cl)cc2)sc2nc3c(cc12)CCC3	10%	-5%	-5%
CCOc1ccc(N2CC(C)Cn3c2nc2c3c(=O)n(Cc3c(F)cccc3Cl)c(=O)n2C)cc1 (stereo unspecified)	-2%	-2%	.
CC(OC(=O)Cc1coc2ccc3ccccc3c12)C(=O)NC(N)=O (stereo unspecified)	-20%	-26%	-7%
COc1cc(C2C(C#N)=C(N)Oc3cc(C)oc(=O)c32)ccc1OC(=O)N1CCOCC1 (stereo unspecified)	2%	2%	5%
COc1ccc(CNc2nnnn2C)c(OC)c1	4%	0%	3%
Cc1nn(Cc2ccccc2)c(C)c1NC(=O)c1cc(-c2ccco2)on1	6%	-2%	6%
COc1ccc(N2CCN(CC(O)COc3ccc(C(C)C)c(C)c3)CC2)cc1 (stereo unspecified)	-5%	4%	.
O=C1CC(c2ccco2)Cc2nc(N3CCc4ccccc4C3)ncc21 (stereo unspecified)	-11%	-3%	13%
Cc1cc(C)n2nc(CCCCc3nc4nc(C)cc(C)n4n3)nc2n1	.	-10%	7%
CCN1CCN(CC(=O)N2c3ccccc3Sc3ccccc32)CC1	14%	0%	-10%
COc1ccc2ccccc2c1/C=N/NC(=O)c1ccccc1F	-1%	0%	?
Nc1cc(=O)[nH]c(SCC(=O)Nc2ccc(S(=O)(=O)N3CCCC3)cc2)n1	11%	-1%	.
Cc1ccc(CCNC(=O)CC(C)CC2=NS(=O)(=O)c3ccccc3N2)cc1 (stereo unspecified)	18%	-7%	-16%
CC(NC(=O)CN(C)S(=O)(=O)c1cnc[nH]1)c1ccccc1 (stereo unspecified)	23%	-3%	0%
CCN(C(=O)COC(=O)c1ccc([N+](=O)[O-])o1)C1CCCCC1	-16%	-2%	.

Structures shown so far with two or more sulfur atoms:
SMILES	FEN1 inh	GCN5L2 inh	N370S GC
Cn1c(CSCC(=O)Nc2ccccc2)nnc1SCc1ccccc1	4%	-16%	9%
Cc1ccc(CSc2nnc(Cn3c(=O)sc4ccccc43)n2C)cc1	-5%	-1%	-2%
Cc1ccc(NC(=O)c2ccc(NC(=O)CCS(=O)(=O)c3cccs3)cc2)cc1F	-7%	-2%	.
CC(=O)c1sc2nc(SCC(=O)N3CCCCC3)[nH]c(=O)c2c1C	-29%	-20%	-2%
Nc1cc(=O)[nH]c(SCC(=O)Nc2ccc(S(=O)(=O)N3CCCC3)cc2)n1	11%	-1%	.

The listing continues:
SMILES	FEN1 inh	GCN5L2 inh	N370S GC
CN(C)CCCN(C(=O)/C=C/c1cccs1)c1nc2c(F)cccc2s1	-3%	-13%	-21%
COc1ccc(CC(=O)NCc2cccs2)cc1OC	0%	-3%[0.501 µM]	2%
Cn1c(C(=O)NCCc2c[nH]c3ccccc23)cc2sccc21	-6%	-8%	19%
CCNC(=O)c1oc2c(c1C)C(=O)CC(C)(C)C2	-12%	3%	1%[12.8 µM]
N/C(=N\O)c1ccc([N+](=O)[O-])s1	-3%	4%	-2%
COc1ccc(Br)cc1CNC(=O)CCNC(=O)Cn1ccc2ccccc2c1=O	-2%	-16%	10%
COC(=O)c1ccccc1NC(=O)C1CC=CCC1C(=O)O (stereo unspecified)	-6%	-1%	4%
CCN(CC)CCN1C(=O)c2ccccc2NC1c1ccc(F)cc1 (stereo unspecified)	0%	-18%	12%
Cc1ccc(NC(=O)Cc2cccs2)cc1Cl	15%	-15%	?
O=C(CCc1nnc(-c2ccccc2)o1)NC1CCCCC1	10%	-7%	-16%
CC(=O)N1CCC2(CC1)C/C(=N\NC(=S)Nc1ccccc1F)c1cc(O)ccc1O2	-6%	-14%	-29%
CC1=C(C(=O)Nc2ccc(Cl)cc2)C(c2cccs2)n2nc(SCc3cccc(Cl)c3)nc2N1 (stereo unspecified)	-10%	-16%	.
COc1ccccc1NC(=O)C(C)NC(c1ccccc1)c1ccccc1 (stereo unspecified)	1%	?	-5%
COc1ccc(NC(=O)CN(C)C(=O)c2ccccc2OCC(=O)Nc2cccc(C(F)(F)F)c2)cc1	-1%	-7%	-1%
CCOc1cc(CNC)ccc1OCC(=O)NC(C)(C)C	1%	-4%	-3%
Cc1csc(SCc2ccccc2C(=O)O)n1	-1%	2%	8%
O=C(NCC(=O)N(c1cccc(F)c1)C(C(=O)NCC1CCCO1)c1ccccc1)c1ccco1 (stereo unspecified)	4%	-2%	-6%
COc1ccc(OC)c(S(=O)(=O)ON2C(=O)c3ccccc3C2=O)c1	5%	-13%	2%
O=C(NCCCN1CCN(c2ccccc2)CC1)c1nnc(Cc2ccc(F)cc2)o1	5%	-9%	.
O=C(CSCc1ccc([N+](=O)[O-])cc1)N/N=C/c1ccncc1	2%	-16%	5%
C/C(=N\NC(=O)c1c([N+](=O)[O-])c(C)nn1C)c1ccc(NC(=O)C2CCCC2)cc1	2%	-7%	-5%
CC[N+](CC)(CC#Cc1ccccc1)CC#Cc1ccccc1	2%	0%	4%
C=CCNC(=S)Nc1ccc(Cl)c(S(=O)(=O)N2CCOCC2)c1	14%	1%	-1%
O=C1c2ccccc2C(=O)c2c1oc(C(F)(F)F)c2C(=O)c1ccccc1	-2%	2%	-1%
O=S1(=O)N(Cc2ccccc2F)CCCN1Cc1c(F)cccc1Cl	-14%	-4%	1%
SMILES	FEN1 inh	GCN5L2 inh	N370S GC
C=C(CC1([C@@H](NP(=O)(c2ccccc2)c2ccccc2)[C@H]2C[C@@H]2CCCC)CC1)c1ccccc1	-14%	-16%	15%&-24%
O=C(NC(=S)Nc1ccc(Cl)cn1)c1cccs1	-6%	?	16%
Clc1ccc(CSc2nnc(-c3cccnc3)n2Cc2ccco2)c(Cl)c1	0%	-9%	2%
Cc1ccc([N+](=O)[O-])c(OCCCN2C(=O)NC(C)(C)C2=O)c1	33%	-13%	3%
Cc1cc(C)nc(Sc2ccc(C=O)cc2[N+](=O)[O-])n1	16%	-2%	0%
CC(Oc1ccc2ccc(=O)oc2c1)C(=O)c1ccccc1 (stereo unspecified)	5%	1%	10%
O=C(c1cccc(Cl)c1)N1CCN(c2ncnc3c2cnn3-c2ccccc2)CC1	-14%	-7%	?
COc1cccc(/C=C/C(=O)NNC(=O)c2ccccc2)c1OC	-4%	-1%	.
CCC(=O)N1CCc2cc(Br)cc(S(=O)(=O)NCCc3ccccc3Cl)c21	-1%	-12%	.
Cc1ccc2c(c1)NC(=O)c1cccnc1N2	-3%	-17%	2%
CS(=O)(=O)C1=NSC2=NC(=O)/C(=C\c3ccc(-c4ccccc4)o3)C(=N)N21	.	2%	24%
O=C(N/N=C/c1ccc(Br)s1)c1ccncc1	-7%	-4%	-8%
C/C(N)=C(/C#N)C(=O)COC(=O)C1CCN(S(=O)(=O)c2cccs2)CC1	-6%	2%	.
COC(=O)c1cc(NC(=O)c2cccc(Cl)c2)c(=O)oc1/C=C/Nc1cc(C)cc(C)c1	.	-4%	-3%
Cn1c(Cn2c(=O)sc3ccccc32)nnc1SCC(=O)N1CCCCCC1	-8%	-1%	6%
CC(C)c1cc(=O)[nH]c(N2CCN(Cc3ccc4c(c3)OCO4)CC2)n1	-11%	-8%	-4%
Cc1ccc(C(=O)O/N=C/c2c(N3CCOCC3)n(C)c3ccccc23)cc1	-18%	-8%	7%
O=C(CCNS(=O)(=O)c1ccc(Br)cc1)NCc1ccc(Cl)cc1	-11%	-4%	-7%
Cc1csc(NC(=O)c2ccc(OCC3CCCO3)cc2)n1 (stereo unspecified)	-16%	-4%	0%
Cc1ccc(-c2nnn(CC(=O)N(Cc3ccccc3)C(C(=O)NC(C)(C)C)c3ccncc3)n2)o1 (stereo unspecified)	0%	-1%	5%
COc1ccc(C2=CC(=O)CC(c3ccccc3)C2)cc1 (stereo unspecified)	1%	2%	0%
CCOC(=O)c1sc(NC(=O)c2ccccc2OCC)nc1C	4%	0%	7%
COc1cc(O)ccc1C1CC(=O)Nc2c1c(=O)nc(SCc1ccccc1C)n2C (stereo unspecified)	8%	-8%	.

Random excerpt: 5 compounds from above, in no set order.
SMILES	FEN1 inh	GCN5L2 inh	N370S GC
O=C(N/N=C/c1ccc(Br)s1)c1ccncc1	-7%	-4%	-8%
O=C(c1cccc(Cl)c1)N1CCN(c2ncnc3c2cnn3-c2ccccc2)CC1	-14%	-7%	?
CC(C)c1cc(=O)[nH]c(N2CCN(Cc3ccc4c(c3)OCO4)CC2)n1	-11%	-8%	-4%
Cc1ccc(C(=O)O/N=C/c2c(N3CCOCC3)n(C)c3ccccc23)cc1	-18%	-8%	7%
CC(Oc1ccc2ccc(=O)oc2c1)C(=O)c1ccccc1 (stereo unspecified)	5%	1%	10%

Assay outcomes: PubChem BioAssay, National Center for Advancing Translational Sciences (NCATS)

Not all compounds are listed (hit frequency here may not be typical).
